Rev-erbA mod – modulators of Rev-erb alpha DNA binding, primary screen, biochemical, FITC-DNA, fluorescence polarization, uHTS; Rev-erbα–FITC-DNA binding, 90 min; activity, % at 10 µM; 0.79% of 370,000 active; AID 1259318, 2017;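 active = activity above about 14%, limit read from the data; passing the limit was not always enough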;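 also: 0% = DMSO wells with 35 nM protein and 100% = DMSO wells with 750 nM protein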
HGIII-sPLA2 inh – human group III sPLA2 inhibitors, primary screen, biochemical, QFRET, BODIPY PC-A2 liposome substrate | Group 3 secretory phospholipase A2 (Homo sapiens), Q9NZ20 | QFRET BODIPY PC-A2 liposome hydrolysis, fluorescence | inhibition, % at 12.2 µM | 0.56% of 370,000 active | AID 743126, 2013;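 active = inhibition above mean plus 3 SD of compounds lying within the high and low control bounds, cut at about 19% in these data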;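 also: 0% = median of test compound wells and 100% = no enzyme DMSO wells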
PLCg1 inh – PLC-gamma1 enzyme inhibitors, primary screen, biochemical, fluorescence, purified enzyme; fluorogenic substrate; inhibition, % at 12.2 µM; 0.84% of 370,000 active; AID 720700, 2013; in the data active = inhibition above about 9.5%
proKLK7 act – proKLK7 zymogen activators, primary screen, biochemical, fluorescence intensity | 0.9% of 370,000 active | activation, % at 7 µM | purified proKLK7, EDANS-DABCYL substrate fluorescence; 100% is mature enzyme control, 0% vehicle;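 active = activation above the mean of all tested compounds plus 3 SD, computed per campaign excluding outliers beyond control limits, cut at about 13% in these data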
PLC-beta3 inh – human PLC-beta3 inhibitors, primary screen, biochemical, fluorescence | Purified PLC-beta3, fluorogenic substrate | inhibition, % at 12.2 µM | 0.18% of 370,000 active | AID 720704, 2013; in the data active = inhibition above about 11%;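 also: 0% = median of compound wells on plate and 100% = full blocker control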
UHRF1 MBD2 ctr – UHRF1 methylated DNA binding inhibitors, primary screen, counter-screen for MBD2 inhibitor project, biochemical, TR-FRET, human UHRF1, single concentration; inhibition, % at 4.4 µM; E3 ubiquitin-protein ligase UHRF1 (Homo sapiens), Q96T88; UHRF1 binding to methylated oligo; AID 687016, 2013; 0.75% of 370,000 active; in the data active = inhibition above about 21%;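 also: UHRF1 SRA domain binding a hemimethylated CpG hairpin DNA probe; 0% = median of test compound wells and 100% = reference inhibitor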
Target sequence (Q96T88 whole entry, looked up, the tested form may be a part): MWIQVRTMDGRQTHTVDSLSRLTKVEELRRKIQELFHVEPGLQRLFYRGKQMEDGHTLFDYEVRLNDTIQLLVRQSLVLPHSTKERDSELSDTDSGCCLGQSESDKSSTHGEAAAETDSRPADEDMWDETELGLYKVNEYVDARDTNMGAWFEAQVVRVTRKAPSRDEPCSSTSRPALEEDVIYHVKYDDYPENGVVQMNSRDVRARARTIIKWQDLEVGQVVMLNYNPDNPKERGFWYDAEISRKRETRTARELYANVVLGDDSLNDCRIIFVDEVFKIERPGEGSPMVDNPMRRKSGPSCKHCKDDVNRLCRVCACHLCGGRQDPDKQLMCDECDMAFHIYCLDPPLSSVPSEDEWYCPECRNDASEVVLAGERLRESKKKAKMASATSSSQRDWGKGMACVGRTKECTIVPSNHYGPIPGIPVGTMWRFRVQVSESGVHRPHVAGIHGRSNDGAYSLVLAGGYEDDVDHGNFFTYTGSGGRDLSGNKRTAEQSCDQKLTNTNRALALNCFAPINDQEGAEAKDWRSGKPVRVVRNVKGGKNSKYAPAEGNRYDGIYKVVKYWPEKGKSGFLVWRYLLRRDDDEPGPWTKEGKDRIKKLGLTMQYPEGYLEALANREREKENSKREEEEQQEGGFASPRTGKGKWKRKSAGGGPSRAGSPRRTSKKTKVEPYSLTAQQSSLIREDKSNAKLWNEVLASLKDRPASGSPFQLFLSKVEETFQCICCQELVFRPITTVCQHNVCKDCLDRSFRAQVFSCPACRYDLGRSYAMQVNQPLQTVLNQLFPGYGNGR
ARFGAP1 inhibitor – inhibitors of rat ARFGAP1 GAP activity, primary screen, biochemical, fluorescence polarization, GDP tracer; 0.26% of 360,000 active; AID 651572, 2012; Arfgap1-stimulated ARF1 GTP hydrolysis, GDP FP detection; inhibition, % at 16.5 µM;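 active = inhibition above a per-plate limit, mean inhibition of low control wells plus 3 SD, cut at about 25% in these data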;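 also: 0% = DMSO wells with enzyme and 100% = wells lacking Arfgap1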
Target sequence (Q62848 1-136 limits assumed): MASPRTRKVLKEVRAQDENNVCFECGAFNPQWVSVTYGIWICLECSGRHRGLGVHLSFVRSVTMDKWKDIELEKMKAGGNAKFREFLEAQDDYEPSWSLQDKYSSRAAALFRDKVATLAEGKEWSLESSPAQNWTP
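Assay system: purified rat His6-Arfgap1 residues 1-136 (GAP domain); Reagent: human Δ17 ARF1 bound to GTP; Dosing: 16.5 µM single point, 1.26% DMSO; Times: GTP hydrolysis reaction 2 h at 25 °C; Signal: FP, GDP Alexa 633 tracer displaced from anti-GDP antibody, 620/688 nm; Measure: % inhibition from polarization.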
Tn6 DDE FP – inhibitors of Tn6 peptide binding to fibrin DD(E), primary screen, biochemical, fluorescence polarization, human fibrin, Tn6 probe; AID 720509, 2013; Fibrinogen beta chain (Homo sapiens), P02675; 0.21% of 370,000 active; Fibrin DD(E) TRITC-Tn6 fluorescence polarization displacement; inhibition, % at 8.3 µM;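 active = inhibition above a per-campaign cutoff: mean of compounds within control limits plus 3 SD, cut at about 15% in these data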;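 also: 0% = median of all compound wells on the plate and 100% = blocking peptide control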
ASAP1 GAP inh – inhibitors of human ASAP1 ArfGAP activity, primary screen, biochemical, fluorescence polarization | ASAP1-stimulated ARF1 GTP hydrolysis, GDP FP detection | 0.19% of 360,000 active | AID 624377, 2012 | Arf-GAP with SH3 domain, ANK repeat and PH domain-containing protein 1 (Homo sapiens), … | inhibition, % at 16.5 µM; in the data active = inhibition above about 25%;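 also: 0% = vehicle with enzyme and substrate and 100% = no enzyme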
Tn7 DDE FP – inhibitors of Tn7 peptide binding to fibrin DD(E), primary screen, biochemical, fluorescence polarization, human fibrin, Tn7 probe. 0.13% of 370,000 active. FP displacement of FITC-Tn7 peptide from fibrin DD(E); 0% = median of compound wells per plate. inhibition, % at 8.3 µM;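 active = inhibition above the mean of compounds falling within the control limits plus 3 SD of them, cut at about 14% in these data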;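 also: 0% = plate median of compound wells and 100% = 10 µM Aha-Tn7 peptide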
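Test system – human fibrin DD(E) · Times – 10 min preincubation, 3 h with tracer, room temperature · Detection – fluorescence polarization of the labelled Tn7 tracer · Measure – percent inhibition normalized to high-control wells · Benchmarks – high control wells with 10 µM unlabelled Aha-Tn7 peptide (full inhibition) · Repeats – singlicate testing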
Active calls of the source: *; i = inactive; / = not tested or not shown.

molecule,Rev-erbA mod,HGIII-sPLA2 inh,PLCg1 inh,proKLK7 act,PLC-beta3 inh,UHRF1 MBD2 ctr,ARFGAP1 inhibitor,Tn6 DDE FP,ASAP1 GAP inh,Tn7 DDE FP
COc1ccc(C(=O)Nc2ccccc2C(=O)N2CCOCC2)cc1OC,6,15,9.8*,-0.6,7,3,-1,-1,14,-7
CC(=O)c1c(C)nc(-c2ccc3c(c2)OCO3)n1O,3,7,1,-1.2,-1,0,5,2,6,-1
COc1cc(-c2nnc(SCc3cc(=O)oc4cc(O)c(O)cc34)o2)cc(OC)c1OC,-26,-30,-157,-21,-210,52*,-7,-5,0,-3
COc1ccc(CCN2C(=O)NC(NC(C)=O)(C(F)(F)F)C2=O)cc1OC (stereo unspecified),-2,4,2,-0.4,1,2,2,-4,2,0
Nc1c(C(=O)NCCc2ccccc2)nnn1Cc1ccc(Cl)cc1,-3,-2,3,0.1,0,-1,2,8,-1,5
CC1=Nn2c(nnc2C2CCCCC2)SC1,-3,9,2,0.3,0,3,11,-2,6,-2
COc1ccc(CCNC(=O)C2CCN(S(=O)(=O)c3ccc(-n4cnnn4)cc3)CC2)cc1OC,-4,4,-3,-0.4,1,5,10,-1,-3,11
CC(C)(C)C(=O)Nc1ccccc1C(=O)Nc1ccncc1,0,2,-11,0.2,-15,1,-5,7,-9,-1
CCn1cc(C(=O)NCCCN2CC(C)CC(C)C2)c2cc(OC)c(OC)cc2c1=O (stereo unspecified),0,0,2,-0.7,1,1,5,11,0,6
CCOc1ccc(/C=C/C2=NNC(=O)CC2)cc1,1,-1,0,-0.1,1,-4,-9,-4,-3,-7
COc1ccc(-n2c(COc3ccccc3)n[nH]c2=S)cc1,1,21*,5,-0.1,-10,5,-12,-4,11,1
COCCNc1c(-c2ccc(O)cc2)nc2ccc(Cl)cn12,1,-2,-486,1.4,i,-2,-4,0,3,1
CC(=O)Nc1cccc(-c2ccnc3c2CC(C)(C(=O)Nc2ccc4c(c2)OCO4)O3)c1 (stereo unspecified),-5,-5,0,-0.5,1,-2,-1,-5,4,1
O=C(Nc1cccc(S(=O)(=O)N2CCCCC2)c1)c1cc(=O)[nH]c2ccccc12,-1,-3,-23,1.3,-34,1,6,3,11,5
CC(C)NC(=O)CCS(=O)(=O)c1cccc2nonc12,-2,5,-1,-0.8,-3,0,4,-4,10,5
CC(=O)N1CCc2cc(S(=O)(=O)CCC(=O)N3CCN(c4ccccn4)CC3)ccc21,5,-1,-4,0.4,2,1,-8,4,-5,2

Single records (already shown):
`COCCNc1c(-c2ccc(O)cc2)nc2ccc(Cl)cn12` reads Rev-erbA mod = 1; HGIII-sPLA2 inh = -2; PLCg1 inh = -486; proKLK7 act = 1.4; PLC-beta3 inh = i; UHRF1 MBD2 ctr = -2; ARFGAP1 inhibitor = -4; Tn6 DDE FP = 0; ASAP1 GAP inh = 3; Tn7 DDE FP = 1
`COc1ccc(-n2c(COc3ccccc3)n[nH]c2=S)cc1` reads Rev-erbA mod = 1; HGIII-sPLA2 inh = 21*; PLCg1 inh = 5; proKLK7 act = -0.1; PLC-beta3 inh = -10; UHRF1 MBD2 ctr = 5; ARFGAP1 inhibitor = -12; Tn6 DDE FP = -4; ASAP1 GAP inh = 11; Tn7 DDE FP = 1

The results go on.
molecule,Rev-erbA mod,HGIII-sPLA2 inh,PLCg1 inh,proKLK7 act,PLC-beta3 inh,UHRF1 MBD2 ctr,ARFGAP1 inhibitor,Tn6 DDE FP,ASAP1 GAP inh,Tn7 DDE FP
COC(=O)CCN(c1ccccc1)S(=O)(=O)c1cc(-c2cc(C)no2)ccc1OC,4,-4,-1,-0.1,-5,2,-4,2,-5,-5
CN(C)c1cc(N/N=C/c2ccc(Cl)cc2)nc(N(C)C)n1,-6,9,-19,-0.9,-25,-5,-3,10,-7,11
COC(=O)c1ccc(N2CCN(c3ccccc3)CC2)nc1,1,3,1,-0.3,3,0,20,2,2,-1
CC(C)c1ccc(NC(=S)NC2CCCCCC2)cc1,2,13,5,-0.5,-2,1,12,-9,3,-2
CN(Cc1ccc(Cl)s1)C(=O)CCl,1,2,1,1.1,-2,-1,6,-8,-14,0
CC(=O)NC(C)c1nc2ccccc2n1Cc1ccccc1F (stereo unspecified),2,0,3,-0.1,1,2,1,1,-2,4
O=C(O)CC(NC(=O)C(c1ccccc1)c1ccccc1)c1cccc([N+](=O)[O-])c1 (stereo unspecified),1,1,1,-0.2,-2,-1,0,1,-12,-8
Fc1cc(F)nc(NCc2ccccc2)n1,-4,0,6,-0.3,-2,0,-18,5,-12,1
COc1ccc(S(=O)(=O)N2CCCCC2c2cc(C(=O)Nc3ccccc3)no2)cc1 (stereo unspecified),4,3,3,0.4,3,1,7,-1,0,-11
CN(Cc1ccccn1)C(=O)C1CCC(=O)N(Cc2cccc(F)c2)C1 (stereo unspecified),-7,2,0,-0.2,-4,0,-1,-3,-5,7
CC1CCN(S(=O)(=O)c2cc(C(=O)Nc3ccccn3)ccc2Br)CC1,6,-6,-27,0.2,-2,1,-2,1,8,6
Cc1ccc(NC(=O)CSCC(=O)Nc2cccc(S(=O)(=O)N3CCCCCC3)c2)cc1,4,-26,3,0.4,-4,-3,6,-6,6,5
CCC(=NNc1ccc([N+](=O)[O-])cc1[N+](=O)[O-])c1ccccc1,0,-2,0,-0.7,3,0,-1,1,11,2
COc1ccc(C(=O)CN2C(=O)NC3(CCc4ccccc43)C2=O)c(OC)c1 (stereo unspecified),6,-4,2,-0.3,1,-1,5,4,5,-4
Nn1c(SCC(=O)N2CCOCC2)nnc1-c1n[nH]c2c1CCC2,2,1,0,-0.3,2,-2,/,3,/,1
CCOc1ccc(S(=O)(=O)NCc2ccc3c(c2)OCO3)cc1NC(C)=O,-1,10,-3,0.3,-5,4,13,5,-3,-2
COc1ccc(S(=O)(=O)N(C)C)cc1NS(=O)(=O)c1ccc(F)c(F)c1F,-1,4,2,-0.7,0,-1,-1,5,-4,10
O=C(CSc1nnc(SCc2ccc(F)cc2)s1)Nc1ccc(C(=O)O)cc1,-3,-11,-2,0.2,-9,-1,-2,2,-10,5
O=C(N/N=C/c1cccc([N+](=O)[O-])c1)c1cc2c(ccc3ccccc32)o1,-26,3,1,0.4,1,-1,-4,-5,11,1
CN(C(=O)CSc1ncnc2sccc12)c1c(N)n(Cc2ccccc2)c(=O)[nH]c1=O,-2,4,3,0.2,-10,-1,-2,-3,7,-2
Cc1ccc(C2=N/C(=C\c3ccc(F)cc3)C(=O)N2)cc1,2,-7,-29,-0.4,-47,2,1,-3,15,-1
COCCn1c(SCc2nc3cc(OC)c(OC)cc3c(=O)[nH]2)nnc1-c1ccncc1,-6,-1,-23,-1.0,-15,1,2,1,5,-5
CCCC[C@@H]1CNC(=S)N1CCC12CC3CC(CC(C3)C1)C2,-1,-8,1,0.3,2,-1,0,11,-7,9
CC(C)(C)c1ccc(CN2C3=NCCCN3c3ccccc32)cc1,-1,3,1,-0.1,-1,4,17,-6,-1,0
O=C(Nc1ccc(Cl)c(Cl)c1)C1=Cc2ccccc2OC1,-5,-19,-19,-5.9,-29,-2,11,-25,-3,4
CC1Cc2ccccc2N1C(=O)CSc1nncs1 (stereo unspecified),7,-9,3,0.1,-2,1,-20,5,2,-2
CCOC(=O)c1ccc(-c2cc(C)no2)[nH]1,-1,5,2,0.1,1,2,0,1,2,-9
Oc1ccccc1Nc1nc(NCc2ccccc2)c2ccccc2n1,-5,-15,1,0.0,0,-2,15,4,20,3
CCOC(=O)c1cc(-c2ccccc2)nc2c1c(C)nn2-c1ccccn1,5,-14,i,-20,i,-1,0,3,-13,4
Cc1c(/C=N/NC(=O)CNc2ccccc2)c2ccccn2c1C(=O)c1ccccc1,2,8,-26,-0.5,-38,-2,11,-1,0,0
O=C(CCNC(=O)c1ccccc1Cl)Nc1nc(-c2ccccc2Cl)cs1,0,-24,-1,-0.1,-1,-2,6,0,10,1
O=C1OC(Nc2ccccn2)c2ccccc21 (stereo unspecified),8,4,-1,0.1,3,1,3,-2,-11,2
S=C(NCCc1ccccc1)Nc1ccccc1,4,7,-2,0.0,-9,1,-21,12,4,9
Cc1cccn2c(=O)c3cc(C#N)c(=O)n(-c4c(C)n(C)n(-c5ccccc5)c4=O)c3nc12,-1,3,-3,0.3,-4,-9,3,12,0,5
O=[N+]([O-])c1cc2c(cc1/C=N/Nc1nc(Nc3ccccc3)nc(N3CCCCC3)n1)OCO2,-4,-4,1,0.1,3,-3,-5,6,11,4
COc1ccc(C=O)cc1Oc1nc(Cl)ncc1F,-8,3,0,-0.5,-8,-2,3,-1,-2,-1
CC1CCCN(C(=O)CSc2nc3ccccc3o2)C1 (stereo unspecified),-3,1,1,0.6,2,-2,5,-3,11,-4
CC(=O)N1c2ccc(S(=O)(=O)N3CCCC3C(=O)NCc3ccc(Cl)cc3)cc2CC1C (stereo unspecified),-6,-3,0,0.0,2,-1,1,8,-3,7
CC1Sc2ccc(S(=O)(=O)N3CCC(C(=O)NCc4ccc(Cl)cc4)CC3)cc2NC1=O (stereo unspecified),4,-33,5,-0.2,-4,1,7,0,8,2
COC(=O)[C@H]1C[C@@]2(C3C=CC=C3)c3ccccc3N[C@H]2N1,5,-3,0,0.0,-1,5,/,-2,/,0
Cn1c(=O)[nH]c(=O)c2c1[nH]c(=S)n2Cc1ccc(Cl)cc1,-4,-2,4,-1.0,-3,-1,-1,-3,-9,-1
O=C1/C(=C\c2ccccn2)SC(=S)N1c1ccc(S(=O)(=O)Nc2nccs2)cc1,-8,-39,-6,0.3,-7,-1,1,5,-11,-7
COc1ccccc1OCC(=O)N1CC2(C)CC1CC(C)(C)C2 (stereo unspecified),2,13,2,-0.7,1,3,-3,-5,10,4
CC(C1SC(=S)NC1=O)C1SC(=S)NC1=O (stereo unspecified),-4,4,-5,-0.4,-22,-15,-2,-3,-12,3
CC(=O)N1CCN(C(=S)Nc2ccc(SC(F)F)cc2)CC1,-5,1,2,0.0,-2,-3,5,4,7,-4
CC1CCN(C(=S)NC(=O)c2ccco2)CC1,9,0,3,0.1,-3,-2,2,-8,15,-1

Screening data deposited in PubChem by several laboratories.
